Screening results (PubChem BioAssay)
PKA-R2B activ = activates the human PKA-R2B holoenzyme complex; P22694+P31323; PKA-R2B holoenzyme dissociation, Cy5-IP20 fluorescence polarization; R2B truncated from residue 108, S112A mutant; 0% DMSO only, 100% 113 µM cGMP; activation, % at 11.4 µM; 340,000 compounds, 0.079% hits;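 active = activation above a cutoff set at the mean over all compounds plus 3 SD, cut at about 18% in these data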;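 also: higher means more holoenzyme dissociation and a rise in polarization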
HTR5A ag = HTR5A agonism, opioid heterodimer counter-screen | HTR5A agonist assay, luminescence, cell-based | activation, % at 9.3 µM | 340,000 compounds, 0.61% hits; in the data active = activation mostly above about 9.5%, no sharp cut-off; inactive = mostly below about 7.6%;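 also: 0% = cells with vehicle only and 100% = reference agonist; strong numbers were not always called active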
DSG3 Ab inh = human desmoglein-3 autoantibody binding inhibition; DSG3-coupled beads, scFv-anti-DSG3-GFP binding, flow cytometry; hits give low values; AID 588358; binding (percent of control), % at 10 µM; 310,000 compounds, 0.48% hits;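 active = binding more than 3 SD below its plate's average and above zero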;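 also: hits lower antibody fragment binding to DSG3; some compounds called inactive have numbers as strong as hits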
Arrestin-AP2 inh = blocks beta-arrestin peptide binding to AP2 adaptin; FITC-arrestin peptide / GST-AP2 beads, flow cytometry; AP2 beta2 appendage carries R879A mutation; inhibition, % at 10 µM; 340,000 compounds, 0.31% hits; AID 504490;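 active = inhibition above a set limit, near 3 SD of compounds lacking own fluorescence, cut at about 54% in these data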;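 also: plate controls were DMSO wells for no effect and 5 µM unlabelled arrestin peptide for full effect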
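Material – GST-tagged AP2 beta2-adaptin appendage (R879A) on 4 µm glutathione beads · Probe or stimulus – fluorescein-tagged arrestin peptide at 50 nM final · Timing – 12 min plus 1 h, RT · Detection – bead flow cytometry, FITC channel · Read-out basis – inhibition as reduced fluorescein signal on beads, percent · Medium – PBS plus Tween 20 (0.05%) and BSA (0.1%)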
DAGLB inh = blocks human DAGLB lipase activity; inhibition, % at 5.17 µM; HEK293T DAGLB membrane lysate, EnzChek fluorogenic substrate; Q8NCG7; 340,000 compounds, 0.059% hits; in the data active = inhibition above about 34%;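 also: 0% = enzyme with vehicle and 100% = wells lacking enzyme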
HTR5A inv ctr = inverse agonist of human HTR5A in OPRM1-OPRD1 counter-screen | P47898 | HTR5A cell line, luminescence, inverse agonism | 340,000 compounds, 0.083% hits | inhibition, % at 9.3 µM; in the data active = inhibition mostly above about 23%, no sharp cut-off; inactive = mostly below about 18%;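 also: 0% = cells with DMSO and 100% = no-cell wells with DMSO; some compounds called inactive have numbers as strong as hits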
PKA-R1A act = activators of PKA-R1A complex | activation, % at 11.4 µM | P00514+P68181 | 340,000 compounds, 0.083% hits | PKA-R1A dissociation, Cy5-IP20 fluorescence polarization; scaled: DMSO 0%, 113 µM cGMP 100% | AID 504707;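 active = percent activation above the mean of all tested compounds plus 3 SD, cut at about 19% in these data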;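 also: higher means more PKAc released from R1A so a rise in polarization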
MOR-DOR ag = OPRM1-OPRD1 heterodimerization agonism; cells, luminescence; 340,000 compounds, 0.3% hits; P35372+P41143; activation, % at 9.3 µM; in the data active = activation above about 18%;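 also: 0% = vehicle-treated cells and 100% = reference agonist; values of inactives mirror those of a sister screen read the other way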
Target sequence (P35372 whole entry, looked up): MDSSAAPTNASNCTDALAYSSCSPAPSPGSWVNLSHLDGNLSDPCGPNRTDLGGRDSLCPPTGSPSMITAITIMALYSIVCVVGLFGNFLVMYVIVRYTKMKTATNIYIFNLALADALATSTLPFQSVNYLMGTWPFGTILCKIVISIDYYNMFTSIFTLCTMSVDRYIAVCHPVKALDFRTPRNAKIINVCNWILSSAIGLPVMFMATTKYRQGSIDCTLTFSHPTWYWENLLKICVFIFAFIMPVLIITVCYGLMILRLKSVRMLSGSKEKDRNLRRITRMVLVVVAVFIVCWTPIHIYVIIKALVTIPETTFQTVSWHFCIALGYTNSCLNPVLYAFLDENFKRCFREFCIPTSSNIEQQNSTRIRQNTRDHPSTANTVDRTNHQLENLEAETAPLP
Target sequence (P41143 whole entry, looked up): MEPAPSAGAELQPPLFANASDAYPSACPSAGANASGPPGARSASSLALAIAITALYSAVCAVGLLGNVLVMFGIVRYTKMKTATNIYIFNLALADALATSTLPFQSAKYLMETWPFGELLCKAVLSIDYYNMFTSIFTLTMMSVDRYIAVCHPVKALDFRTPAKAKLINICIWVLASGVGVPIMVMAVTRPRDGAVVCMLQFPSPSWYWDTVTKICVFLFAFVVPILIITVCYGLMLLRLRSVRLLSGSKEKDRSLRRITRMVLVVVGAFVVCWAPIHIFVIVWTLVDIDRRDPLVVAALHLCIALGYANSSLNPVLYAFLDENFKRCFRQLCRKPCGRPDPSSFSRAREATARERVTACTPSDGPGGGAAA
V-ATPase pH = alters yeast V-ATPase proton transport. AID 504577. S. cerevisiae, pHLuorin cytosolic pH fluorescence. response, % at 10 µM. 350,000 compounds, 0.37% hits; in the data active = response mostly above about 7.3%, no sharp cut-off; inactive = mostly below about 5.4%; also: actives read high; inactives centre near 0; some compounds called inactive have numbers as strong as hits; reference of the scale not given here
MOR-DOR inv ag = mu-delta opioid heterodimer inverse agonism; 340,000 compounds, 0.21% hits; AID 504357; P35372+P41143; inhibition, % at 9.3 µM; cell-based MOR-DOR heterodimer luminescence; in the data active = inhibition above about 22%, passing the limit was not always enough;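 also: 0% = cells with DMSO and 100% = wells without cells with DMSO; values of inactives mirror those of a sister screen read the other way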
An asterisk follows results filed as active; / = not tested or not shown. A portion of the library, so the mix of outcomes need not match the whole.

Keys: A = PKA-R2B activ; B = HTR5A ag; C = DSG3 Ab inh; D = Arrestin-AP2 inh; E = DAGLB inh; F = HTR5A inv ctr; G = PKA-R1A act; H = MOR-DOR ag; I = V-ATPase pH; J = MOR-DOR inv ag
1	CN(C)c1ccc(N=Cc2c(O)n(CCC3=CCCCC3)c(=O)[nH]c2=O)cc1
  A = -4; B = -1; C = /; D = -4; E = 4; F = -5; G = -20; H = -1.4; I = -1; J = 8

2	COC(=O)C1=C(c2ccc(Cl)c(C(F)(F)F)c2)C[C@@H]2CC[C@H]1N2C(=O)N1CCOCC1
  A = 3; B = 2; C = 106; D = 0; E = -2; F = -5; G = 3; H = -1.6; I = 2; J = 9

3	NCCc1ccc(O)cc1
  A = 4; B = 3; C = 102; D = 21; E = 0; F = -58; G = -3; H = 0.9; I = 0; J = -5

4	CCC1(c2cccc(O)c2)CCCCN(C)C1 (configuration not stated)
  A = -7; B = 1; C = 114; D = 2; E = -1; F = -15; G = -6; H = -0.6; I = 3; J = 3

5	O=C1NC(=O)C(CCc2ccncc2)(Cc2ccc3c(c2)OCO3)C(=O)N1CCc1ccccc1 (configuration not stated)
  A = 2; B = 2; C = 105; D = 1; E = 2; F = -7; G = -12; H = -0.8; I = -1; J = 4

6	CC(Oc1ccc(-c2ccccc2)cc1)C(=O)O (configuration not stated)
  A = -4; B = 2; C = /; D = -6; E = -2; F = 10; G = -1; H = -0.3; I = -2; J = 2

7	CN1CCN(c2ccc(C(F)(F)F)cc2N)CC1
  A = -5; B = -2; C = 97; D = -5; E = 0; F = 6; G = -2; H = 0.4; I = 0; J = -2

8	CC(C)(C)NC(=S)N1Cc2ccccc2-n2nncc2C1
  A = 3; B = /; C = 103; D = /; E = -1; F = /; G = 6; H = /; I = -1; J = /

9	C=C(C)[C@@H]1C2C(=O)O[C@H]1[C@H]1OC(=O)[C@@]34OC3C[C@]2(O)[C@@]14C (some centres not stated)
  A = -1; B = 1; C = /; D = -1; E = 3; F = -3; G = -19; H = -0.9; I = 5; J = 5

10	N#Cc1ccc(CN2Cc3ccccc3-n3nncc3C2)cc1
  A = -4; B = /; C = /; D = /; E = 1; F = /; G = -9; H = /; I = 4; J = /

11	CC(=O)NC1C(OC(=O)Cc2ccccc2)OC(COC(C)=O)C(OC(C)=O)C1OC(C)=O (configuration not stated)
  A = -6; B = -1; C = 106; D = 5; E = 1; F = 15; G = -2; H = -0.3; I = 9; J = 1

12	CC[C@]12C=CCN3CCC4(c5cc(Br)c(OC)cc5N(C)C4[C@@](O)(C(=O)OC)[C@@H]1OC(C)=O)C32 (some centres not stated)
  A = 0; B = -1; C = 96; D = 15; E = -2; F = -6; G = 4; H = -0.9; I = 3; J = 5

13	COC(=O)C1=C(c2ccc(OC(F)(F)F)cc2)C[C@@H]2CC[C@H]1N2C(=O)NCCOc1ccccc1Cl
  A = -16; B = 2; C = 103; D = 2; E = -3; F = 5; G = -1; H = 3.0; I = -2; J = -17

14	CCOC(=O)C(O)(c1ccc(NC(=O)NC2CCCCC2)cc1)C(F)(F)F (configuration not stated)
  A = 1; B = 0; C = 100; D = 2; E = -1; F = -32; G = -14; H = -2.1; I = -1; J = 12

15	COc1c2c(cc3c1OCO3)CCN(C)C2
  A = 8; B = 1; C = 124; D = -2; E = 1; F = -49; G = -2; H = -1.2; I = -1; J = 7

16	C/C(=C/C=C/[C@@H](C)C(=O)O)[C@H]1CN[C@H](C(=O)O)[C@H]1CC(=O)O
  A = 3; B = 6; C = /; D = -2; E = -2; F = 14; G = -7; H = -1.5; I = -1; J = 7

17	O=C(NC1CC1)c1cn(Cc2ccccc2)nc1-c1ccccc1
  A = -7; B = -1; C = 92; D = -10; E = 1; F = -1; G = -1; H = -0.7; I = -4; J = 4

18	Cc1cc(C)c(-n2c(O)c(/C=N/N3CCCCC3c3cccnc3)c(=O)[nH]c2=O)c(C)c1 (configuration not stated)
  A = -3; B = 1; C = 99; D = 9; E = 1; F = -2; G = -2; H = -0.5; I = -1; J = 4

19	CC/C(=N\Nc1ccccc1)c1c(O)n(-c2ccccc2)c(=O)[nH]c1=O
  A = 7; B = -4; C = 116; D = 24; E = 2; F = -14; G = 10; H = -3.0; I = -4; J = 15

20	COc1ccc(C(=O)C2CCCN(C3CSCCSC3)C2)c(C)c1 (configuration not stated)
  A = -6; B = 2; C = 101; D = -16; E = -3; F = -1; G = -7; H = 1.8; I = -1; J = -9

21	COC(=O)C1=C(c2c(C)noc2C)C[C@@H]2CC[C@H]1N2C(=O)N1CCCCC1
  A = 7; B = 5; C = 103; D = 18; E = -4; F = -17; G = 5; H = -0.9; I = -2; J = 5

22	C[C@@H]1CN(C2CCC(C#N)(c3ccc(F)cc3)CC2)CC[C@]1(C(=O)O)c1ccccc1 (some centres not stated)
  A = 0; B = 4; C = 101; D = 4; E = 2; F = -18; G = 0; H = -1.2; I = -3; J = 6

23	Cc1cc(O)c(CN2CCN(c3ccccc3)CC2)cc1C
  A = 1; B = 5; C = 99; D = -2; E = -6; F = -14; G = -3; H = 4.3; I = 1; J = -25

24	Cc1cccc(NP(=O)(Oc2ccccc2F)Oc2ccccc2F)c1C
  A = -4; B = 7; C = 100; D = -2; E = -3; F = -19; G = -6; H = 0.5; I = 1; J = -3

25	Cc1ccc2c(c1)C1CN(C)CCC1N2C(=O)/C=C/c1ccc2c(c1)OCO2 (configuration not stated)
  A = -9; B = /; C = 96; D = 2; E = 0; F = /; G = 1; H = /; I = -1; J = /

Keys: A = PKA-R2B activ; B = HTR5A ag; C = DSG3 Ab inh; D = Arrestin-AP2 inh; E = DAGLB inh; F = HTR5A inv ctr; G = PKA-R1A act; H = MOR-DOR ag; I = V-ATPase pH; J = MOR-DOR inv ag
26	O=C1c2ccccc2-c2cccc3cccc1c23
  A = 4; B = 4; C = /; D = 4; E = -2; F = -13; G = 0; H = 0.0; I = 5; J = 0

27	CC1(C)C[C@H]2C=C(C=O)[C@]3(C=O)C[C@]3(C)[C@H]2C1
  A = -6; B = 42*; C = 97; D = 16; E = 7; F = 1; G = 1; H = 11; I = 0; J = -61

28	COc1ccc(Cl)cc1C(=O)C1CCCN(Cc2cnc(C)s2)C1 (configuration not stated)
  A = -1; B = -2; C = 112; D = -19; E = -4; F = 4; G = 4; H = -2.2; I = 5; J = 11

29	CCOc1cc2c(cc1OCC)-n1cccc1C(c1c(O)cccc1OC)NC2 (configuration not stated)
  A = -8; B = 4; C = 105; D = -9; E = -3; F = -15; G = 4; H = 4.8; I = 3; J = -23

30	CCOS(C)(=O)=O
  A = -8; B = 1; C = 101; D = 4; E = 0; F = -4; G = -5; H = -2.8; I = 0; J = 15

31	O=C(O)c1cc[c]([Hg][Cl])cc1
  A = 2; B = -1; C = 73; D = 95*; E = 0; F = 12; G = 1; H = -1.1; I = -2; J = 6

32	Cc1ccc2cc3cc(C(=O)N4CCC5(CC4)OCCO5)oc3nc2c1
  A = -5; B = 1; C = 97; D = 27; E = -3; F = -3; G = 0; H = -1.4; I = -2; J = 7

33	COc1ccc(-c2cc(C(F)(F)F)n3nc(C(=O)N4CCC5(CC4)OCCO5)cc3n2)cc1OC
  A = 8; B = 1; C = 114; D = -8; E = 0; F = -2; G = -7; H = -1.7; I = 0; J = 8

34	Clc1cccc(Cl)c1Cl
  A = 5; B = -1; C = 103; D = 50; E = -1; F = 2; G = -2; H = -1.7; I = -2; J = 9

35	COc1ccc(-n2c(/C=C/c3ccc(O)c(O)c3)nc3ccccc3c2=O)cc1
  A = -8; B = 5; C = 86; D = 6; E = 3; F = -18; G = -8; H = 4.8; I = 1; J = -24

36	O=C1c2ccccc2C2(c3ccc(Cl)cc3)NCCN12 (configuration not stated)
  A = 8; B = -3; C = 92; D = -4; E = -3; F = 0; G = -4; H = -0.1; I = -2; J = 1

37	O=C1NC(=S)NC(=O)C12C(c1ccc(F)cc1)NC(=S)NC2c1ccc(F)cc1 (configuration not stated)
  A = -4; B = -1; C = 77; D = -6; E = 24; F = -17; G = 5; H = -0.6; I = 0; J = 3

38	CCOP(=S)(OCC)SCOC(=O)NCC(=O)OC
  A = -14; B = 1; C = 98; D = 9; E = -2; F = -2; G = -5; H = -2.2; I = 3; J = 10

39	O=C(NN=Cc1ccc(N(CCCl)CCCl)cc1)c1cccc([N+](=O)[O-])c1
  A = 1; B = 2; C = /; D = 4; E = -2; F = -6; G = 6; H = 2.2; I = 1; J = -11

40	CC1CN=C(Nc2ccccc2)S1 (configuration not stated)
  A = -4; B = -2; C = 99; D = -1; E = -3; F = 5; G = 1; H = -0.6; I = -1; J = 3

41	COc1ccc2c3c1OC1C(O)C=CC4C(C2)[N+](C)(C)CCC341 (configuration not stated)
  A = 8; B = 1; C = 87; D = 0; E = -1; F = -3; G = -1; H = -2.5; I = 1; J = 13

Of the compounds above, six contain a carbonyl joined to an NH by a bond outside any ring.
Keys: A = PKA-R2B activ; B = HTR5A ag; C = DSG3 Ab inh; D = Arrestin-AP2 inh; E = DAGLB inh; F = HTR5A inv ctr; G = PKA-R1A act; H = MOR-DOR ag; I = V-ATPase pH; J = MOR-DOR inv ag
11	CC(=O)NC1C(OC(=O)Cc2ccccc2)OC(COC(C)=O)C(OC(C)=O)C1OC(C)=O (configuration not stated)
  A = -6; B = -1; C = 106; D = 5; E = 1; F = 15; G = -2; H = -0.3; I = 9; J = 1

13	COC(=O)C1=C(c2ccc(OC(F)(F)F)cc2)C[C@@H]2CC[C@H]1N2C(=O)NCCOc1ccccc1Cl
  A = -16; B = 2; C = 103; D = 2; E = -3; F = 5; G = -1; H = 3.0; I = -2; J = -17

14	CCOC(=O)C(O)(c1ccc(NC(=O)NC2CCCCC2)cc1)C(F)(F)F (configuration not stated)
  A = 1; B = 0; C = 100; D = 2; E = -1; F = -32; G = -14; H = -2.1; I = -1; J = 12

17	O=C(NC1CC1)c1cn(Cc2ccccc2)nc1-c1ccccc1
  A = -7; B = -1; C = 92; D = -10; E = 1; F = -1; G = -1; H = -0.7; I = -4; J = 4

38	CCOP(=S)(OCC)SCOC(=O)NCC(=O)OC
  A = -14; B = 1; C = 98; D = 9; E = -2; F = -2; G = -5; H = -2.2; I = 3; J = 10

39	O=C(NN=Cc1ccc(N(CCCl)CCCl)cc1)c1cccc([N+](=O)[O-])c1
  A = 1; B = 2; C = /; D = 4; E = -2; F = -6; G = 6; H = 2.2; I = 1; J = -11
